AddAB inh: less growth of phage-infected E. coli with AddAB. E. coli expressing H. pylori AddAB, absorbance growth. inhibition, % at 11.9 µM. hit rate 0.29% among 330,000. AID 435030; in the data active means inhibition above about 12%;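 further: 0% = vehicle wells of infected cells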
PKA-R2B act: activates the human PKA-R2B holoenzyme complex; P22694+P31323; PKA-R2B holoenzyme dissociation, Cy5-IP20 fluorescence polarization; R2B truncated from residue 108, S112A mutant; 0% DMSO only, 100% 113 µM cGMP; activation, % at 11.4 µM; hit rate 0.079% among 340,000; AID 504700;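 active means activation above a cutoff set at the mean over all compounds plus 3 SD, cut at about 18% in these data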;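 further: higher means more holoenzyme dissociation and a rise in polarization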
Tat export inh: inhibitors of E. coli Tat protein transport; E. coli MC4100 TorA-mCherry Tat export, fluorescence; inhibition, % at 10 µM; hit rate 0.036% among 340,000; AID 488895;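 active means mean replicate inhibition at least 50% and at least half of replicates individually reaching 50%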;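 further: exported cargo escapes ClpAP degradation while cytoplasmic cargo is degraded and loses fluorescence; 0% = median of neutral control wells and 100% = median of NaSCN control wells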
PKA-R1A activ: activates the PKA-R1A holoenzyme complex; P00514+P68181; PKA-R1A dissociation, Cy5-IP20 fluorescence polarization; scaled: DMSO 0%, 113 µM cGMP 100%; activation, % at 11.4 µM; hit rate 0.083% among 340,000;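 active means percent activation above the mean of all tested compounds plus 3 SD, cut at about 19% in these data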;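 further: higher means more PKAc released from R1A so a rise in polarization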
HTR5A inv ctr: counter-screen for OPRM1-OPRD1 inverse agonists: human HTR5A inverse agonism | P47898 | HTR5A cell line, luminescence | inhibition, % at 9.3 µM | hit rate 0.083% among 340,000 | AID 504634; in the data active means inhibition mostly above about 23%, no sharp cut-off; inactive means mostly below about 18%;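 further: 0% = cells with DMSO and 100% = no-cell wells with DMSO; some compounds called inactive have numbers as strong as hits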
SUMO Mot1 rescue: blocks SUMOylation pathway, rescuing yeast Mot1-301 growth. S. cerevisiae Mot1-301 growth rescue, ATP luminescence, 38.5C; percent above DMSO median, 100 means doubled. growth rescue, % at 18.8 µM. hit rate 1% among 320,000;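 active means every valid replicate shows activation above 250% relative to neutral control wells; inactive means the rest, any valid replicate at or below 250%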;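 further: OY570 slx delta 5 strain wells were the positive control but not used for scaling; some compounds called inactive have numbers as strong as hits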
OPRM1-OPRD1 inv: inverse agonist of human OPRM1-OPRD1 heterodimerization | AID 504357 | P35372+P41143 | cell-based MOR-DOR heterodimer luminescence, inverse agonism | inhibition, % at 9.3 µM | hit rate 0.21% among 340,000; in the data active means inhibition above about 22%, passing the limit was not always enough;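 further: 0% = cells with DMSO and 100% = wells without cells with DMSO; values of inactives mirror those of a sister screen read the other way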
Target sequence (P35372 whole entry, looked up): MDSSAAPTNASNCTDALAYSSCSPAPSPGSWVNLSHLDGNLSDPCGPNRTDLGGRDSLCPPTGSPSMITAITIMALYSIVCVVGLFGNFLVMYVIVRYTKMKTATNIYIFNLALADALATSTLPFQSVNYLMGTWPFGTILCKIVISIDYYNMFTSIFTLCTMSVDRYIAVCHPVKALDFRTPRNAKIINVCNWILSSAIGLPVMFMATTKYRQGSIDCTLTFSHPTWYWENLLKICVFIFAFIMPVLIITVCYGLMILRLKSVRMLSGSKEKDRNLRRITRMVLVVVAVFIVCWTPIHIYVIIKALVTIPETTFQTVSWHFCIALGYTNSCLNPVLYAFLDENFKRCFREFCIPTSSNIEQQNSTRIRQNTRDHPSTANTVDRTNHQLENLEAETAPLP
Target sequence (P41143 whole entry, looked up): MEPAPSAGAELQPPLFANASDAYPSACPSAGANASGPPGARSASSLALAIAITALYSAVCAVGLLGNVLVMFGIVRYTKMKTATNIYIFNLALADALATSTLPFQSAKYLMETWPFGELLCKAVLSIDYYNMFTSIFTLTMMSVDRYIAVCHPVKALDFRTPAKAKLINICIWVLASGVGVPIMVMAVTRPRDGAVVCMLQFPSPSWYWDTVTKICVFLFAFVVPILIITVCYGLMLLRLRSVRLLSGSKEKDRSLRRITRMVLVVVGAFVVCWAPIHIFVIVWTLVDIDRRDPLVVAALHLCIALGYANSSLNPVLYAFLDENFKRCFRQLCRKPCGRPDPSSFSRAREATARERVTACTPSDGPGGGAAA
Ecoli viability: counter-screen for AddAB inhibitors: E. coli growth inhibition | E. coli V3065 growth, OD600 absorbance, 18 h | inhibition, % at 11.9 µM | hit rate 0.27% among 330,000 | AID 449728;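 active means inhibition above the campaign's mean inhibition across all tested compounds plus 3 SD, cut at about 9.9% in these data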;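 further: uninfected addAB+ strain grown without phage in ampicillin broth; 0% = DMSO wells and 100% = ciprofloxacin 0.95 µg/ml wells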
OPRM1-OPRD1 ag: agonists of human mu-delta opioid receptor heterodimerization. P35372+P41143. hit rate 0.3% among 340,000. cells, OPRM1-OPRD1 heterodimerization, luminescence. activation, % at 9.3 µM. AID 504326; in the data active means activation above about 18%;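 further: 0% = vehicle-treated cells and 100% = reference agonist; values of inactives mirror those of a sister screen read the other way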
phage Ecoli inh: E. coli growth loss with phage present. growth absorbance. inhibition, % at 11.9 µM. hit rate 0.26% among 360,000; in the data active means inhibition above about 11%
PfHsp90 yeast 2: inhibits growth of yeast expressing Plasmodium falciparum Hsp90; S. cerevisiae expressing PfHsp90, BacTiter-Glo ATP, 48 h; yeast lacking PDR1 and PDR3 efflux regulators; inhibition, % at 9.4 µM; hit rate 0.32% among 310,000;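 active means every replicate shows inhibition above about 80%, whatever the replicate mean, limit read from the data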;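 further: 0% = DMSO neutral controls and 100% = 20 µM radicicol positive controls; yeast relying on Plasmodium falciparum Hsp90 in place of its own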
An asterisk follows results filed as active; / = not tested or not shown.

SMILES | AddAB inh | PKA-R2B act | Tat export inh | PKA-R1A activ | HTR5A inv ctr | SUMO Mot1 rescue | OPRM1-OPRD1 inv | Ecoli viability | OPRM1-OPRD1 ag | phage Ecoli inh | PfHsp90 yeast 2
CCOc1cc(C(=O)Nc2ccc(C)cc2C)ccc1OCC(=O)N1CCCCC1 | 3.7 | -7 | 1 | 0 | -4 | -7 | -2 | 0.5 | 0.2 | 1.7 | 3
Cc1cccc(N2C(=O)CC(Sc3nnc(C)s3)C2=O)c1 (stereo not drawn) | 5.7 | 0 | -4 | -8 | 20 | 32 | 11 | 0.4 | -1.9 | 3.6 | 5
COc1cc(OC)c(C(=O)NNC(=S)NC2CCCCC2)cc1OC | 1.3 | -4 | 10 | 4 | 14 | -7 | 19 | -0.1 | -3.6 | 2.9 | 1
CC(=O)N1c2ccc(S(=O)(=O)NCC3CCC(C(=O)NC4CCCCC4C)CC3)cc2CC1C (stereo not drawn) | 0.1 | -8 | -6 | -12 | 1 | 5 | 11 | -1.8 | -2.1 | 2.5 | 7
C/C(=N\Nc1ccc(S(N)(=O)=O)cc1[N+](=O)[O-])c1ccccc1O | -2.8 | 2 | -1 | 1 | -22 | -5 | -33 | -0.5 | 6.4 | 2.3 | -7
CC(=O)N(c1ccccc1)C1CCCC1 | 2.5 | -10 | -6 | 12 | 8 | -22 | 13 | -0.7 | -2.1 | 3.8 | -3
O=C(C1CCCN(S(=O)(=O)c2cccs2)C1)N1CCC(N2CCCCC2)CC1 (stereo not drawn) | 2.3 | -4 | 0 | -6 | 0 | -21 | 6 | 2.1 | -1.2 | 1.8 | 6
Cc1ccccc1Oc1ccc2c(c1)[C@@H]1C[C@H](N(C)C(=O)Nc3cc(Cl)cc(Cl)c3)[C@H]([C@H](C)O)C(=O)N1CC2 | / | -1 | 3 | 6 | / | / | / | / | / | 3.4 | -8
O=C(COc1ccc2c(c1)CCC2)N1CCc2ccccc21 | 2.9 | 11 | -3 | -7 | -9 | -27 | -14 | -0.4 | 2.4 | 1.5 | /
COc1cccc(C(=O)O/N=C(\N)Cc2ccc(Cl)cc2)c1 | 2.3 | -20 | -4 | 2 | -8 | 33 | -11 | 2.3 | 2.0 | 2.1 | -15
COCCNC(=O)CNC(=O)c1nn(-c2ccc(OC)c(Cl)c2)c(=O)c2ccccc12 | 2.0 | -8 | 0 | -14 | -13 | 20 | 11 | 0.6 | -2.1 | 0.0 | -2
CC1(C)Cc2c(sc(NC(=O)C(=O)N3CCCCC3)c2C(=O)O)CO1 | 4.4 | 10 | -14 | 2 | -18 | 118 | 4 | 1.9 | -0.8 | -0.7 | -15
CC1CC(C)CN(C(=O)CCCn2c(=O)c3cccn3c3cccnc32)C1 (stereo not drawn) | 2.9 | 3 | 3 | -9 | 5 | -5 | 20 | -1.4 | -3.9 | 0.6 | -6
O=C1c2ccccc2CC1(Cc1ccccc1)Cc1ccccc1 | 4.6 | -2 | 0 | -7 | -8 | -21 | -33 | 0.3 | 6.4 | 5.3 | -26
CC(C)(C)N1C(=O)c2ccc(C(=O)O)cc2C1=O | 1.8 | 0 | -7 | -5 | 20 | -3 | 3 | -1.0 | -0.5 | 0.9 | 14
Cc1cc(C(=O)OCC(=O)Nc2ccc(F)cc2)c(C)o1 | 3.2 | -1 | 0 | 0 | 17 | 0 | -15 | 0.1 | 3.0 | 1.4 | 0
COc1cc(NC(=O)CSc2nnc3ccc(-c4cccnc4)nn23)cc(OC)c1 | 1.9 | 2 | -1 | -5 | 16 | 4 | 1 | 2.0 | -0.1 | -2.8 | 12
COc1cccc(CNC(=O)COC(=O)/C(C#N)=C/c2ccc(N(C)C)cc2)c1 | -0.4 | -9 | -6 | -3 | -12 | 20 | 2 | -0.9 | -0.6 | 3.9 | 6
COc1ccc(Nc2nnc(-c3ccc(O)cc3)c3ccccc23)cc1 | -1.6 | 4 | -4 | 3 | 3 | 4 | 12 | -0.8 | -2.3 | 2.5 | -9
O=C(CS(=O)(=O)c1ccc(F)cc1)N1CCOCC1 | 1.5 | 8 | -8 | 10 | -29 | 6 | 17 | -0.5 | -3.3 | -0.3 | 11
COc1ccc(CC(=O)N2CCN(c3ccc(F)cc3)CC2)cc1 | 3.1 | -2 | 4 | -1 | -9 | -20 | 16 | -0.2 | -3.5 | -0.5 | -1
COc1ccc(CCNC(=O)CCNC(=O)c2ccccc2Cl)cc1 | -1.9 | 1 | -2 | 2 | -20 | -12 | -37 | -1.8 | 4.5 | 0.4 | -5
CCC1CCCCN1C(=O)COC(=O)c1cc(C)nc2ccccc12 (stereo not drawn) | 0.4 | 11 | -2 | -17 | -7 | -12 | 7 | -0.9 | -1.6 | 2.2 | -18
COc1ccc(OC)c(C2C(C(C)=O)=C(O)C(=O)N2CCC(=O)O)c1 (stereo not drawn) | -1.0 | 1 | 0 | -14 | 5 | 15 | 3 | 0.7 | -0.5 | 5.1 | 5
COc1ccc(NCc2ccc(OC)c(Cn3ccnc3)c2)c(OC)c1 | -2.2 | 2 | 4 | -4 | 3 | -18 | -2 | -1.1 | 0.3 | 2.5 | -18
CCOC(=O)[C@H]1[C@H]2COc3ccc(Cl)cc3[C@@H]2N2C(=O)c3cc(OC)ccc3NC(=O)[C@@]12C | 6.0 | -11 | -4 | -2 | 13 | 15 | 15 | -0.3 | -3.3 | 2.2 | -28
CCCC[C@@H]1C[C@H]1[C@@H](NC(=O)c1ccccc1)c1ccccc1C(F)(F)F | 1.1 | 10 | 5 | -1 | -14 | 4 | -10 | -0.7 | 1.8 | 1.2 | -14
CCOC(=O)C1(CC2CCCCO2)CCN(S(=O)(=O)c2ccc(OC)cc2)CC1 (stereo not drawn) | 0.2 | 7 | -3 | -3 | 2 | / | 0 | -0.3 | 0.0 | 3.2 | 5
Cc1noc(C)c1C(=O)Nc1nc(-c2ccccc2Cl)cs1 | 3.7 | -9 | 8 | -10 | 11 | 6 | -19 | -3.5 | 3.6 | 4.1 | -16
Cc1c(C(=O)NCCCN2CCCC2=O)oc2ccc(S(=O)(=O)N3CCOCC3)cc12 | 2.1 | 4 | 5 | 0 | -2 | 44 | 12 | -0.5 | -1.9 | 0.9 | -28
CCc1nc(N)c(C#N)c(-c2cccn2C)c1C | 0.7 | -9 | -14 | -4 | -19 | -21 | 15 | 0.5 | -3.0 | 3.0 | 8
CCOC(=O)CNC(=O)C1CCCc2c1[nH]c1ccc(Cl)cc21 (stereo not drawn) | 0.0 | 0 | 1 | -1 | -5 | 121 | 8 | 0.4 | -1.5 | 3.5 | 1
CCOc1ccc(NC(=S)NN(C)C(=S)Nc2ccc(OCC)cc2)cc1 | 1.2 | -2 | 8 | 2 | -30 | 28 | -9 | -2.2 | 1.7 | -3.5 | 15
Cc1ccccc1COn1nnc2ccc(S(=O)(=O)N3CCOCC3)cc21 | -0.2 | -3 | -7 | 0 | 11 | 5 | -65 | 1.4 | 10 | -0.5 | /
Cc1ccc2nsnc2c1S(=O)(=O)N1CCCC1 | 1.0 | -2 | 5 | -5 | -36 | / | 6 | 4.6 | -1.1 | 1.5 | -11
Cc1cccc(OCc2nnc(SCC(=O)N3CCN(c4ccccc4)CC3)o2)c1C | -2.2 | 0 | 0 | 1 | 13 | 34 | -36 | -1.8 | 6.5 | 4.2 | /
Cc1ccc(C)c(N2CCN(c3ncccc3[N+](=O)[O-])CC2)c1 | 0.8 | -1 | 4 | -15 | 14 | 4 | -8 | 0.8 | 1.8 | -5.2 | -25
CCOC(=O)C1CCN(C(=O)c2ccccc2NC(=O)C2=C(C)OCCS2)CC1 | 0.4 | 6 | 2 | -10 | 4 | -5 | 3 | -0.8 | -0.5 | 1.6 | 7
COc1ccccc1N1CCN(CCCCN2C(=O)C3CCCN3C2=O)CC1 (stereo not drawn) | / | -3 | 2 | 1 | 11 | / | 5 | / | -0.9 | 0.7 | -10
COc1c(S(=O)(=O)N2CCCC2)ccc(Cl)c1Cl | 3.9 | -8 | 1 | -2 | 20 | -3 | -6 | 0.9 | 1.4 | 1.4 | -4
O=C(CCCCn1c(=O)[nH]c2ccccc2c1=O)NCCC1=CCCCC1 | -1.2 | 3 | 2 | 1 | -9 | -14 | 13 | -2.1 | -2.1 | 1.4 | /
OCCOCCn1c(CCNc2nc(-c3ccc(Cl)cc3)cs2)nc2cc(Cl)c(Cl)cc21 | 0.5 | -11 | -6 | 0 | 5 | -14 | -1 | 1.2 | 0.3 | 2.8 | /
CCOc1ccc(C(=O)OCC(=O)Nc2ccc(SC(F)F)cc2)cc1OCC | -2.0 | 1 | 6 | -11 | -30 | / | -45 | 0.1 | 8.5 | 1.0 | 6
CC1(C)C(=S)N(Cc2ccccc2)c2ccccc21 | 4.0 | -9 | 1 | -4 | -6 | 21 | -54 | -0.9 | 9.8 | 0.8 | -29
COc1ccc(OCC(=O)Nc2ccc3c(c2)nc(CN2CCN(C(C)=O)CC2)n3C)cc1 | 1.0 | 2 | -5 | 5 | -10 | 521 | 4 | 0.0 | -0.8 | 0.8 | 7
COc1ccc(C2OC(=O)CC2C(=O)NCc2ccc(C)cc2)cc1OC (stereo not drawn) | 1.8 | -3 | -3 | -7 | -16 | 1 | 12 | -2.2 | -1.9 | 2.5 | /
Cc1ccc(-c2nc3c(c(SCC(=O)N4CCOCC4)n2)Cc2c(CO)cnc(C)c2O3)cc1 | -0.3 | 2 | 2 | -1 | -11 | -7 | -8 | 0.1 | 1.5 | -1.8 | 8
COc1ccc(CCNC(=O)c2cc(C3CC3)nc3c2cnn3C(C)C)cc1 | 0.3 | -6 | 9 | 0 | -4 | 23 | 3 | 0.0 | -0.7 | 3.1 | -14
CC(C)(C)c1ccccc1N=Cc1ccc2ccccc2n1 | 0.6 | 3 | -3 | -6 | 9 | / | 14 | 0.2 | -2.9 | 0.8 | -4
COc1ccc(S(=O)(=O)Cc2ccc(C(=O)N3CCN(c4ncccn4)CC3)o2)cc1 | 2.2 | -12 | -3 | 1 | -6 | 21 | 14 | -0.9 | -2.8 | 2.3 | 9
Cc1cccc(C(C(=O)NC2CCCC2)N(Cc2cccnc2)C(=O)c2csnn2)c1 (stereo not drawn) | 0.2 | -19 | -1 | -3 | -13 | -23 | 11 | -2.3 | -2.2 | -0.6 | -17
COC1CCCN(C(=O)c2ccc3oc(Cc4ccc(Cl)cc4)nc3c2)C1 (stereo not drawn) | 1.8 | 6 | -11 | -10 | 22 | 1 | 6 | 1.9 | -1.2 | 2.5 | -1
COc1ccc(CCNC(=O)c2ccc(Cl)cc2)cc1 | -0.9 | -10 | 15 | -3 | 9 | 13 | 16 | -0.9 | -2.8 | 1.9 | -14

High-throughput results (PubChem)
